# DAX1 inh-1 – inhibitors of human orphan nuclear receptor DAX1 (NR0B1) | AID 504766 | 0.99% of 340,000 active | inhibition, % at 6.75 µM | HEK293 Gal4-DAX1 luciferase reporter, luminescence | P51843;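 active = inhibition above the mean over all tested compounds plus 3 SD, cut at about 4.2% in these data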;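 also: 0% = DAX1-transfected cells with DMSO and 100% = empty-vector control cells with DMSO; inhibition shows as a rise in luminescence from relieved DAX1 repression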
# Target sequence (P51843 207-470 limits assumed): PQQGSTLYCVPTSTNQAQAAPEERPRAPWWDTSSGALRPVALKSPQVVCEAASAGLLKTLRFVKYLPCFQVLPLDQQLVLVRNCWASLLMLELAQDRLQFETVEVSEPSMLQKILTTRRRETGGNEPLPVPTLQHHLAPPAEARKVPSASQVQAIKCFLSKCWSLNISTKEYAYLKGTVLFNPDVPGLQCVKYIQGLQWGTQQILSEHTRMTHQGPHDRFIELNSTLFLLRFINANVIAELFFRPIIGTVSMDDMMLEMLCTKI
# NPR1 activator – GC-A (human) enzyme activation. 0.14% of 370,000 active. activation, % at 10 µM. HEK293 GC-A cells, cGMP TR-FRET, EC30 ANP; 0% at EC30 ANP, 100% saturating ANP. AID 1671463. P16066; in the data active = activation above about 40%
# ADAM10 inh – ADAM10 inhibition, QFRET primary screen | recombinant ADAM10, EDANS/DABCYL FRET peptide cleavage, 3 h | O14672 | 0.62% of 370,000 active | inhibition, % at 7 µM;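 active = inhibition above a per-campaign cutoff equal to the mean of compounds falling between control-based bounds plus 3 SD, cut at about 20% in these data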;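 also: 0% = DMSO wells while the 100% control is not disclosed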
# FXN GAA850 act – activators of GAA850 frataxin (FXN) promoter. HEK293 lucGAA850 FXN promoter luciferase reporter, 24 h; percent of 10 µM SAHA response. activation, % at 6 µM. 0.56% of 360,000 active;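 active = activation above the average of all compounds screened plus 3 SD, cutoff fixed separately per campaign, cut at about 7.5% in these data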;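 also: 0% = DMSO wells and 100% = 10 µM SAHA wells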
# ADAM17 inh – inhibitors of human ADAM17; inhibition, % at 6.95 µM; P78536; 0.83% of 370,000 active; recombinant ADAM17, EDANS/DABCYL FRET peptide cleavage;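 active = inhibition above the mean of compounds lying between control limits plus 3 SD, set per campaign, cut at about 8.5% in these data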;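 also: 0% = DMSO-only wells as the low control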
# Target sequence (P78536 215-824 limits assumed): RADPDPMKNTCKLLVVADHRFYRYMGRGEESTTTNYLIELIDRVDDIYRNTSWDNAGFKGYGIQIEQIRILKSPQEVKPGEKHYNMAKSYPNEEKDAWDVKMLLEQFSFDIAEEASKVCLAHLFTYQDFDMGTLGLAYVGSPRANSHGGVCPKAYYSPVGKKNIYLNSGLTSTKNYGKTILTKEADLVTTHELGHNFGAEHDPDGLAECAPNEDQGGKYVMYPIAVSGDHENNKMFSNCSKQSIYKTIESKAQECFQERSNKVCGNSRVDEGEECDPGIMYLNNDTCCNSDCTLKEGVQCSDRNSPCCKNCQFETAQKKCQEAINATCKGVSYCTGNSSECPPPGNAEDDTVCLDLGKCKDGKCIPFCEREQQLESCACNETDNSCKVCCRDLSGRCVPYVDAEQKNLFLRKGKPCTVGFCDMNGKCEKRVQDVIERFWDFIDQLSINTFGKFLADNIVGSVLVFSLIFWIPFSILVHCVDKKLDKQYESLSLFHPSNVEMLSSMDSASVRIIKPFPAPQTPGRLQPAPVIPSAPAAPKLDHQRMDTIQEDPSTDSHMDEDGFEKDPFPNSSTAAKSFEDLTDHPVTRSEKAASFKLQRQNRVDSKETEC
# PG9 Ab binder – PG9 antibody binding by small molecule | TR-FRET gp120-PG9 antibody binding | inhibition, % at 6.7 µM | 0.43% of 360,000 active; in the data active = inhibition above about 8.5%
# ssDAF-12 act – S. stercoralis DAF-12 activation, primary screen | HEK293 ssDAF-12/GRIP1 lit1-tk-luc reporter, luminescence; % of 3 µM dafachronic acid response | activation, % at 6.8 µM | 1% of 370,000 active;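 active = activation above the mean over all tested compounds plus 3 SD, cut at about 0.9% in these data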;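 also: 0% = DMSO-only wells and 100% = 3 µM delta7-dafachronic acid wells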
# hgDAF12 agonist – activates the H. glycines DAF-12 receptor ligand-binding domain; activation, % at 6.8 µM; HEK293 GAL4-hgDAF12 UAS-luciferase reporter, agonist luminescence; normalized to butyrate control; AID 687014; 1.8% of 370,000 active;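 active = activation above a cutoff set at the mean of all screened compounds plus 3 SD, cut at about 10% in these data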;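 also: 0% = DMSO wells and 100% = sodium butyrate wells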
# hcDAF12 agonist – activates DAF-12 receptor from parasite H. contortus | 1.4% of 370,000 active | activation, % at 6.8 µM | HEK293 hcDAF-12 lit1-tk-luc reporter, luminescence; 0% DMSO, 100% Δ7-dafachronic acid | AID 652067;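 active = activation above the mean of all tested compounds plus 3 SD, cut at about 5.5% in these data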;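 also: 100% = response to 3 µM Δ7-dafachronic acid high control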
# SMARCA2 activ – activators of SMARCA2 function; activation, % at 9.1 µM; MG213 cells, MMTV-luciferase reporter, dexamethasone, overnight; AID 652017; 1% of 370,000 active; in the data active = activation above about 7.8%;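 also: 0% = vehicle wells and 100% = reference activator wells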
# DAX1 inh-2 – DAX1 (NR0B1) inhibition, primary screen; 1.1% of 370,000 active; HEK293T StAR-luciferase reporter, SF-1/DAX-1 repression relief; AID 652010; inhibition, % at 6.8 µM;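 active = inhibition above the mean over all tested compounds plus 3 SD, cut at about 3.6% in these data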;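 also: 0% = DAX-1 cells with DMSO and 100% = cells lacking DAX-1 with DMSO; higher inhibition means more luminescence from relief of DAX-1 repression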
# * hit, by the source's call; i = inactive; · = no result given.
SMILES,DAX1 inh-1,NPR1 activator,ADAM10 inh,FXN GAA850 act,ADAM17 inh,PG9 Ab binder,ssDAF-12 act,hgDAF12 agonist,hcDAF12 agonist,SMARCA2 activ,DAX1 inh-2
O=C(Nc1ccccc1N1CCOCC1)c1ccc(S(=O)(=O)NCc2ccco2)cc1,-1.1,-2,-8,-0.4,-7,-0.3,-1.8,2.8,-2.3,1,1.0
Cc1ccc(NC2CCCN(C(=O)c3ccoc3C)C2)cc1C (centres undefined),0.7,-3,-3,-1.0,-8,-3.0,-1.1,0.6,-2.9,-2,0.2
C/C(CC(=O)Nc1cc(C)ccn1)=N\NC(=O)c1ccccc1C,0.0,3,-9,-0.7,-5,-0.9,-1.3,-0.8,1.8,1,-0.2
Cc1ccc(CC(=O)Nc2ncc([N+](=O)[O-])s2)cc1,1.0,-1,2,3.9,1,-0.1,-0.8,5.3,2.3,0,3.1
CCCn1c(C(C)Nc2nc(-c3ccc(C)cc3)cs2)nc2cc(Cl)c(N3CCCCC3)cc21 (centres undefined),-0.6,-1,-1,-0.5,-3,-0.5,-0.8,-0.5,-0.4,2,0.3
O=S(=O)(NC1CCCCC1)c1ccc(Br)cc1,2.0,-7,3,0.2,-4,-0.3,-0.8,1.9,-0.4,1,-0.1
C=CCN(CC=C)C(=S)NC(=O)c1ccc(-c2ccccc2)cc1,-1.8,4,5,1.2,4,-2.6,-1.0,0.6,-0.4,8.0*,-1.4
CCCS(=O)(=O)NC(=O)C1(C)CCCN(C(=O)CCc2cccs2)C1 (centres undefined),·,3,-2,1.9,-2,0.0,-0.8,1.8,-0.5,3,0.9
CCOC(=O)c1c(CN(C)C)n(-c2ccc(C)cc2)c2cc(Br)c(O)cc12,-0.9,-18,4,2.9,5,-1.1,-1.8,-1.2,-1.1,-1,-0.2
Cc1ccc(C)c(N(C(=O)CNC(=O)c2ccco2)C(C(=O)NC2CCCCC2)c2ccncc2)c1 (centres undefined),0.3,-4,-6,1.2,-1,-0.8,-0.9,0.2,1.7,-3,-0.4
S=C(Nc1cccc(Br)c1)OC1CCC12CCC(c1ccccc1)CC2 (centres undefined),·,3,0,·,0,·,-0.5,7.6,1.6,0,0.7
CCC(C)(C)NC(=O)C1CC(=O)N(CCc2ccc(F)cc2)C1 (centres undefined),0.9,-2,-8,1.7,-4,0.0,-1.5,-1.1,-0.1,-1,0.0
CC1(c2nnnn2C2CCCCC2)CSCC(=O)N1CCc1ccc(O)cc1 (centres undefined),·,-7,2,·,0,·,-0.6,2.5,-3.8,1,-0.9
c1ccc(Cn2ccnc2-c2ccco2)cc1,0.5,0,3,5.3,-3,1.7,-0.4,5.2,1.3,-1,0.6
CC(C)C(=O)NC(C)C(c1cccs1)N1CCN(c2ccccc2)CC1 (centres undefined),-0.3,1,-3,-3.4,-3,-1.7,-1.2,-1.5,-1.1,-3,-0.5

# Random excerpt: two entries already listed.
SMILES,DAX1 inh-1,NPR1 activator,ADAM10 inh,FXN GAA850 act,ADAM17 inh,PG9 Ab binder,ssDAF-12 act,hgDAF12 agonist,hcDAF12 agonist,SMARCA2 activ,DAX1 inh-2
C=CCN(CC=C)C(=S)NC(=O)c1ccc(-c2ccccc2)cc1,-1.8,4,5,1.2,4,-2.6,-1.0,0.6,-0.4,8.0*,-1.4
CCOC(=O)c1c(CN(C)C)n(-c2ccc(C)cc2)c2cc(Br)c(O)cc12,-0.9,-18,4,2.9,5,-1.1,-1.8,-1.2,-1.1,-1,-0.2

# Additional compounds follow.
SMILES,DAX1 inh-1,NPR1 activator,ADAM10 inh,FXN GAA850 act,ADAM17 inh,PG9 Ab binder,ssDAF-12 act,hgDAF12 agonist,hcDAF12 agonist,SMARCA2 activ,DAX1 inh-2
Nc1nc(-c2cccc(F)c2)cs1,5.2*,9,-4,3.2,-3,-1.2,0.9*,5.1,2.7,3,1.2
CCOC(=O)c1c(NC(=O)Cn2cc([N+](=O)[O-])cn2)sc2c1CCC2,0.4,-3,3,1.7,-5,1.5,-0.7,0.3,-1.4,-3,-0.3
COc1cc(/C=N/NC(=O)c2cc[n+]([O-])cc2)ccc1O,-1.2,1,12,-1.3,8,-5.3,-0.4,0.7,1.4,-4,0.1
CC(=O)Nc1cccc(NC(=O)Nc2ccc(C(C)=O)cc2)c1,-1.0,-2,-6,1.0,0,-0.1,0.6,2.1,-0.7,-2,-0.3
COc1cccc(N(C)C(=O)[C@@H](C2CC2)[C@@H](O)c2ccc3ccccc3c2)c1,·,-1,10,·,1,·,-0.8,2.2,-1.1,-1,-1.8
O=c1[nH]c2ccccc2cc1-c1nnn(-c2ccc(F)cc2)n1,0.7,-5,-56,3.1,-11,1.2,-0.3,2.1,1.2,5,0.6
C[C@H](CO)N1C[C@H](C)[C@@H](CN(C)S(=O)(=O)c2cccs2)Oc2ccc(NC(=O)Cn3cnnn3)cc2C1=O,-0.4,1,-15,-0.7,0,0.9,-0.1,0.1,0.1,-2,-0.3
O=C(C1CCN(S(=O)(=O)c2ccccc2F)CC1)N1CCc2ccccc21,0.1,-1,3,1.7,-6,-1.2,-1.7,-0.7,-1.7,0,-0.4
CC(C)(C)C(=O)Nc1cc(NC(=O)C(C)(C)C)cc(C(=O)Nc2cc(C(=O)O)cc(C(=O)O)c2)c1,-0.5,2,-4,1.1,-1,-0.8,-0.5,1.7,-0.2,-1,0.5
CCOC(=O)c1ccc(NC(=S)N(CCN2CCCCCC2)Cc2ccco2)cc1,-1.3,-2,1,1.1,-1,-0.1,-1.8,-1.3,-0.7,1,1.0
Cc1cccn2c(=O)c(/C=C(\C#N)C(=O)NC3CCS(=O)(=O)C3)c(N3CC(C)OC(C)C3)nc12 (centres undefined),0.3,6,i,1.4,-177,-1.1,-0.8,0.3,-0.9,-4,-0.1
O=[n+]1c2c(n([O-])c3cc(F)c(N4CCCC4)cc31)CCC2,0.6,1,-3,1.4,-3,-4.1,-0.9,0.0,0.2,1,-0.2
Cc1ccc(S(=O)(=O)N2CCC(C(=O)NCCc3ccccn3)CC2)cc1,-0.1,-1,2,1.8,2,0.9,-1.4,-2.3,1.0,1,0.0
COc1ccc(C2=NNC(c3cccs3)=Nc3ccc(OC)cc32)cc1,1.2,-6,-6,0.2,-2,1.3,-0.1,8.4,2.5,6,0.3
Cc1ccc(C)c(NC(=O)CSc2nc(C)cs2)c1,0.5,0,-4,-0.3,-5,1.6,-1.1,0.6,-0.8,-2,0.5
CC(C)NC(=O)N(C)C[C@H]1Oc2c(cccc2N(C)C)C(=O)N([C@H](C)CO)C[C@@H]1C,0.7,-1,-4,-0.3,-3,-0.6,-1.2,7.3,-1.4,0,-0.2
CCOC(=O)Nc1ccc2c(c1)N(C(=O)CN(CC)CC)c1ccccc1CC2,2.2,-9,-13,-0.7,-4,0.4,-1.8,-1.2,-2.5,0,-0.2
CCOC(=O)c1cc(C(=O)NNC(=O)c2cccc([N+](=O)[O-])c2)c(C)nc1C,0.5,2,-3,-0.2,-7,-0.8,-1.3,-0.4,-1.4,-1,0.0
COC(=O)C1=C(N)Oc2cc(C)n(CC3CCCO3)c(=O)c2C1c1ccccc1OC (centres undefined),-0.6,6,-13,-1.1,-9,-1.0,-1.4,0.1,-0.6,-1,1.6
O=C(COC(=O)CCC(=O)c1cccs1)NCCc1ccccc1,1.0,1,-20,0.1,2,2.1,-1.4,1.8,-1.3,-3,-0.5
CCN(Cc1cc(=O)oc2cc(C)ccc12)c1ccccc1,0.6,-4,6,2.1,3,-1.7,-1.4,0.7,0.6,-2,-0.7
O=C(CN1c2ccccc2Sc2ccccc21)NNC(=O)Nc1ccc(Cl)cc1,-0.5,2,-7,-1.8,1,-3.6,-1.5,0.4,-1.2,-4,-0.2
CCOc1ccc2nc(NCCNC(=O)CC)c(C#N)cc2c1,0.9,1,i,1.9,-172,1.0,-1.0,0.0,-1.1,-1,-0.1
Cc1cc(=O)oc(C)c1C(=O)NCc1ccco1,-0.4,1,-1,1.9,-2,0.3,-0.7,0.3,-0.2,3,0.7
CN(C)CCN(C(=O)C1CCCCC1)c1nc2cc3c(cc2s1)OCO3,0.5,-2,6,-0.8,-5,-0.4,-0.5,2.2,0.9,0,0.5
O=C(CSc1ncn[nH]1)Nc1ccc(Br)cc1Br,0.3,-1,-4,2.4,1,-0.7,-1.4,-2.0,0.9,5,0.7
COCCCNC(=O)c1cc(Nc2ccc(OC)cc2OC)nc2ccccc12,0.3,5,-4,0.3,4,-5.7,-1.3,0.0,-1.5,2,-0.8
COc1ccc(/C=C2\SC(=S)N(CCCC(=O)N3CCOCC3)C2=O)cc1OC,0.5,2,1,1.4,0,-1.9,-0.7,-0.2,0.4,1,0.6
NC(=O)CCN1CCN(CCOC2Cc3cc(Cl)ccc3Sc3ccccc32)CC1 (centres undefined),0.1,25,-1,4.6,7,0.3,-0.6,3.5,3.1,3,0.8
Cc1ccsc1C(=O)N1CCCC1(C)C(=O)NCC(C)C (centres undefined),·,-1,-2,-0.5,-2,1.0,-1.1,-0.1,-1.7,-1,-1.2
CCOc1ccc(/C(O)=C2\C(=O)C(=O)N(c3ccccn3)C2c2ccccc2F)c(C)c1 (centres undefined),0.8,8,-24,-0.3,-7,9.6*,-0.5,2.9,-0.1,2,1.1
CCN(CC)c1cc2c(c3c1ccn3C)C1CCC2C1 (centres undefined),·,-4,-11,·,-3,-5.9,-1.5,-3.5,-1.7,-1,-2.4
COc1ccc(Cn2c(=O)[nH]c3cc(C(=O)Nc4ccc(N5CCN(C)CC5)cc4)ccc32)cc1,-0.1,2,6,3.0,5,-6.5,-1.4,-0.6,-0.4,1,0.5
Cc1c(C(=O)N(C)CCn2ccnc2C)oc2c(F)cccc12,0.0,1,-1,0.6,-3,-1.1,-0.5,3.3,0.2,-1,-0.6
Cc1ccc(S(=O)(=O)Cn2nnnc2C(C(C)C)N2CCN(c3nc4ccccc4s3)CC2)cc1 (centres undefined),-0.6,0,10,0.4,1,-1.6,-1.3,-0.1,-1.4,4,-0.6
O/N=C1\CCCc2ccccc21,0.9,4,-4,-0.4,-5,-1.8,-0.7,-1.4,1.4,-2,0.0
O=C(CC(c1ccccc1)c1cc(Br)ccc1O)N1CCCCC1 (centres undefined),-1.4,-31,5,0.1,0,-1.1,-0.8,-1.3,-1.2,-2,-0.2
O=C(CN1C(=O)C2C3CC(C(Br)C3Br)C2C1=O)N1CCN(Cc2ccccc2)CC1 (centres undefined),0.2,8,0,0.5,-3,-0.4,-1.9,0.4,-1.3,0,-0.1
CCOC(=O)C1(C)C=C(Nc2ccc(NC(C)=O)cc2)C(=O)N1c1ccc(NC(C)=O)cc1 (centres undefined),-0.3,-4,-1,0.0,-4,-3.2,-1.7,-0.6,1.3,0,-0.3
C[C@@H]1CN([C@H](C)CO)C(=O)Cc2cc(NC(=O)CCC(F)(F)F)ccc2O[C@@H]1CN(C)C(=O)NC1CCCCC1,-1.0,0,-9,0.3,-3,-0.1,-1.5,1.9,0.4,0,0.1
C/C(=N/NC(=O)c1cccs1)c1ccc(NC(=O)COc2ccc(Cl)cc2)cc1,4.7*,-3,1,2.8,-5,1.1,0.1,12*,4.0,7,2.0
CCN(CC)CCNC(=O)c1ccc(NC(=O)C2CCN(S(=O)(=O)c3ccc4c(c3)OCCO4)CC2)cc1,0.2,3,-4,0.9,1,-0.1,-0.6,2.9,0.5,0,-1.1

# Bioassay records as filed in PubChem BioAssay.

# This is a random part of the collection; overall some 6.8% were active at least once.
